HIV fusion peptide – inhibitors of HIV fusion peptide binding, primary screen, biochemical, uHTS, fluorescence dequenching (AID 1986) | cell-free peptide binding, fluorescence dequenching, 30 min; higher % means a stronger effect | inhibition, % at 20 µM; hits with a dose series show IC50 in µM | actives 0.3% (n = 290,000); in the data active = inhibition mostly above about 52%, no sharp cut-off; inactive = mostly below about 76%; also: some results filed as inactive read as strong as hits
KOR beta-arrestin-1 – KOR agonists, beta-arrestin recruitment, primary screen, cell-based, luminescence, uHTS (AID 1777); activation, % at 10 µM; hits with a dose series show EC50 in µM; Kappa-type opioid receptor (Homo sapiens); actives 0.02% (n = 280,000); KOR beta-arrestin recruitment, luminescence; higher % means a stronger effect; in the data active = activation above about 50%, passing the limit was not always enough; also: a part of the inactive calls stands beside numbers as strong as those of hits
Salmonella PhoP GFP – inhibitors of PhoP regulon expression, primary screen, Salmonella Typhimurium, GFP reporter (AID 1863); inhibition, % at 50 µM; hits with a dose series show IC50 in µM; S. Typhimurium PhoP-regulated promoter GFP reporter, 4 h; higher % means a stronger effect; actives 0.16% (n = 300,000);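 active = inhibition over 29.93%, a cutoff 3 SD above the screen mean, later confirmed by dose response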;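 also: 0% = low Mg2+ inducing control and 100% = high Mg2+ repressing control; strong numbers were not always called active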
Myeloid diff MLP – induction of myeloid progenitor differentiation, primary screen, cell-based, flow cytometry, MLPCN library; ER-HoxA9 myeloid progenitors, lysozyme-GFP differentiation; calls only at 10 µM; actives 1% (n = 360,000);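 active = normalized GFP-positive differentiation at or above the plate's own cutoff, the solvent-only control mean plus 3 SD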;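 also: cells exposed to compound for four days before flow analysis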
KOR beta-arrestin-2 – KOR antagonists, beta-arrestin recruitment, cell-based, luminescence, uHTS (AID 1778); Kappa-type opioid receptor (Homo sapiens); KOR beta-arrestin recruitment, luminescence, antagonist mode; higher % means a stronger effect; inhibition, % at 10 µM, or IC50 in µM where a hit was titrated; actives 0.091% (n = 290,000); also: strong numbers were not always called active
LYP inhibition – inhibitors of LYP phosphatase, biochemical, fluorescence intensity, uHTS (AID 1779). Tyrosine-protein phosphatase non-receptor type 22 (Homo sapiens). inhibition, % at 11.5 µM, or IC50 in µM where a hit was titrated. actives 0.054% (n = 290,000). recombinant LYP phosphatase, fluorescence intensity; higher % means a stronger effect;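 also: plate controls were vehicle with enzyme for no effect and no enzyme for full effect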
NOD2 inhibition – NOD2 signaling inhibitors, cell-based, luminescence, uHTS, HEK293 (AID 1566); HEK293 NOD2/NF-kB luciferase reporter, luminescence; higher % means a stronger effect; inhibition, % at 4 µM; hits with a dose series show EC50 in µM; actives 0.63% (n = 290,000); also: many of its hits are not listed in these tables
NOD1 NF-kB reporter – NOD1 signaling inhibitors, primary screen, cell-based, luminescence, uHTS (AID 1578); NOD1-driven NF-kB luciferase reporter cells, luminescence; higher % means a stronger effect; one-dose inhibition, % at 4 µM; EC50 in µM for titrated hits; actives 1% (n = 290,000); in the data active = inhibition mostly above about 36%, no sharp cut-off; inactive = mostly below about 34%;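 also: HEK-293T reporter cells stimulated with the NOD1 agonist gamma-tri-DAP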
Siah-1 displacement – Siah-1 peptide-binding antagonists, primary screen, biochemical, fluorescence polarization, rhodamine-plectin, uHTS (AID 1817) | Siah-1 / rhodamine-plectin peptide fluorescence polarization; higher % means a stronger effect | E3 ubiquitin-protein ligase SIAH1 (Homo sapiens) | displacement, % at 20 µM, or IC50 in µM where a hit was titrated | actives 0.02% (n = 290,000);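 active = displacement of at least 50% at 20 µM, with a fluorescence ratio check between 0.3 and a set limit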;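 also: plate controls were Siah plus tracer with DMSO for no effect and tracer alone without Siah for full effect; strong numbers were not always called active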
Myeloid diff MLP GFP+ MAC1+ % – also measured in Myeloid diff MLP; calls as there; GFP+ MAC1+ double positive, %; measured here: differentiation confirmed by MAC1 staining
* = called active by the depositor; i = inactive; / = not tested or not shown; [ ] = dose if it differs, or a comment. Rule as the data show it, unless noted: active = inhibition above about 50%; inactive = the rest.

Molecule	HIV fusion peptide	KOR beta-arrestin-1	Salmonella PhoP GFP	Myeloid diff MLP	Myeloid diff MLP GFP+ MAC1+ %	KOR beta-arrestin-2	LYP inhibition	NOD2 inhibition	NOD1 NF-kB reporter	Siah-1 displacement
COC(=O)C(O)(CC(=O)Nc1ccc(Cl)cc1Cl)C(F)(F)F (stereo not drawn)	3.0%	-2.0%	-5%	i	0.9	-13%	-4%	16%	-28%	23%
CN(C(=O)c1cccs1)C1(C)CCS(=O)(=O)C1 (stereo not drawn)	-0.4%	-1.3%	1%	i	4.9	18%	0%	-4%	-51%	0%
Cc1ccc(N(Cc2cc3ccccc3[nH]c2=O)S(=O)(=O)c2ccccc2)cc1	0.8%	-1.3%	0%	i	0.4	10%	-5%	16%	5%	-5%
Cn1cc(S(=O)(=O)CC(=O)N2CCCc3ccccc32)c2ccccc21	3.2%	6.2%	5%	i	3.4	-30%	-4%	4%	-23%	-1%
Cc1ccc2nc3c(c(Nc4ccccc4)c2c1)CCC3	-0.6%	1.8%	22%	i	0.4	-48%	-2%	14%	-7%	-4%
NC(=O)CSc1ccc(-c2ccc(F)cc2)nn1	2.6%	-2.2%	8%	i	1.9	13%	0%	-6%	-38%	1%
CCSCCOC(=O)C1=C(C)NC(=O)NC1c1ccc2c(c1)OCO2 (stereo not drawn)	-2.2%	3.5%	10%	i	1.3	-7%	-11%	-1%	1%	-5%
C(=N\Nc1nc(-c2ccccc2)cs1)/c1ccncc1	-1.1%	2.4%	3%	i	0.1	-24%[20 µM]	-3%	-50%	-7%	2%
CCOc1ccccc1N1CCN(C(=S)NCc2ccc(Cl)cc2)CC1	3.0%	1.1%	-9%	i	1.0	-35%[20 µM]	14%	14%	-19%	5%
Cc1ccc(CNS(=O)(=O)c2ccc3c(c2)n(C)c(=O)c(=O)n3C)cc1	-0.8%	-4.4%	4%	i	1.0	4%	-7%	9%	-21%	-1%
O=C(CSc1nnc(COc2ccccc2)o1)Nc1ccc(F)cc1	1.3%	-1.2%	1%	i	0.3	6%	-5%	5%	8%	3%
CCCCn1c(CNC(=O)Cc2ccccc2)nc2ccccc21	1.7%	-1.7%	4%	i	1.5	14%	-5%	12%	-3%	17%

Quoted at random: two compounds from above.
Molecule	HIV fusion peptide	KOR beta-arrestin-1	Salmonella PhoP GFP	Myeloid diff MLP	Myeloid diff MLP GFP+ MAC1+ %	KOR beta-arrestin-2	LYP inhibition	NOD2 inhibition	NOD1 NF-kB reporter	Siah-1 displacement
CCOc1ccccc1N1CCN(C(=S)NCc2ccc(Cl)cc2)CC1	3.0%	1.1%	-9%	i	1.0	-35%[20 µM]	14%	14%	-19%	5%
Cc1ccc(CNS(=O)(=O)c2ccc3c(c2)n(C)c(=O)c(=O)n3C)cc1	-0.8%	-4.4%	4%	i	1.0	4%	-7%	9%	-21%	-1%

Additional structures:
Molecule	HIV fusion peptide	KOR beta-arrestin-1	Salmonella PhoP GFP	Myeloid diff MLP	Myeloid diff MLP GFP+ MAC1+ %	KOR beta-arrestin-2	LYP inhibition	NOD2 inhibition	NOD1 NF-kB reporter	Siah-1 displacement
CC(C)(C)n1nnnc1C(c1ccc(C(F)(F)F)cc1)N(Cc1ccc(F)cc1)Cc1ccco1 (stereo not drawn)	2.2%	-2.1%	1%	/	/	3%	1%	-20%	-13%	1%
COCCNc1nc(-c2cc(-c3ccc(Cl)cc3)on2)cc(C(C)C)n1	0.1%	5.4%	-4%	i	0.8	-8%	8%	32%	-6%	-2%
CCOc1ccc(NC(=O)CN(C)CC(=O)NC2CCCc3ccccc32)cc1OCC (stereo not drawn)	-1.2%	8.5%	-5%	i	0.7	-7%	-1%	2%	-2%	-2%
Fc1ccccc1CSc1nc2ncc(Br)cc2[nH]1	2.1%	-8.3%	-5%	i	0.9	0%	2%	-42%	-58%	-4%
Cc1ccc(C)c(-c2nnc(NC(=O)Cc3ccccc3)o2)c1	0.4%	3.9%	-2%	i	1.3	-26%	-8%	29%	-9%	4%
Nc1cc(=O)nc(SCC(=O)NCc2ccccc2)n1CCc1ccccc1	4.1%	0.9%	3%	i	1.6	-22%	5%	-10%	-39%	-1%
CC(C)(C)c1ccc(C(=O)NCC(=O)N/N=C/c2cccs2)cc1	0.5%	-8.8%	-10%	i	0.9	-4%	-7%	14%	-17%	12%
CC[C@H](C)[C@@H]1NC(=O)c2cc([N+](=O)[O-])cc(F)c2OCC[C@@H](C(N)=O)NC(=O)[C@H](CCCCN)NC1=O	2.1%	-0.3%	3%	i	2.3	-20%	-5%	11%	-36%	3%
COc1ccccc1CN1CCNC(=O)C1CC(=O)NCCc1cnccn1 (stereo not drawn)	0.7%	-1.9%	-8%	i	0.4	-13%	-10%	10%	-4%	1%
Cc1ccc(C)c(NC(=O)CSc2nnc(C)c(=O)n2N)c1	0.2%	-2.0%	5%	i	0.6	10%	-7%	-10%	-11%	4%
O=C(/C=C/c1ccccc1Cl)Nc1ccccc1	0.6%	1.9%	12%	i	0.0	10%	-3%	-219%	-10%	11%
COc1cc(OC)cc(C(=O)N[C@H](C(=O)Nc2cc(F)ccc2C)C(C)C)c1	1.2%	-2.1%	-10%	i	0.8	-28%	-1%	0%	2%	2%
OCCCNCc1ccc(N(c2ccccc2)c2ccccc2)cc1	0.0%	-1.1%	12%	i	0.0	-35%	-11%	-24%	-20%	5%
CCCCSc1cc(C)nc(N)n1	0.4%	-0.4%	1%	i	0.4	26%	-14%	-12%	8%	-1%
COc1cccc(C(=O)N/N=C(\CC(C)C)c2ccccc2)c1	1.4%	2.2%	18%	i	0.8	9%	-1%	4%	-19%	3%
CCOc1ccccc1N(CC(=O)Nc1ccc2c(c1)OCO2)S(C)(=O)=O	-0.1%	8.8%	-6%	i	1.0	-18%	-4%	-12%	2%	-3%
CC1CCN(c2ccc([N+](=O)[O-])cc2C(=O)N2CCOCC2)CC1	-0.4%	-4.0%	3%	i	0.7	-19%	-4%	9%	17%	-5%
CC(C)CNC(=O)c1cc(S(=O)(=O)N2CCOCC2)ccc1N1CCCC1	0.5%	0.5%	-5%	i	0.9	17%	-3%	8%	-16%	0%
CC(C)(C)n1nnnc1C(c1ccc(F)cc1)N1CCC(C(N)=O)CC1 (stereo not drawn)	-0.7%	-3.5%	5%	i	0.3	-3%[20 µM]	-13%	18%	-25%	7%
COC(=O)c1cc(OC)c(OC)cc1NC(=O)Nc1cccc(C(C)=O)c1	-0.7%	-6.3%	0%	i	0.3	-26%[20 µM]	0%	16%	-15%	6%
CCn1c(=O)c(C(=O)Nc2nc3ccccc3[nH]2)c(O)c2ccccc21	-2.3%	-1.8%	-7%	i	1.3	10%	-4%	12%	-20%	0%
CCN(CC)C(=S)SCC(=O)Nc1ncc2c(n1)CC(C)(C)CC2=O	9.2%	-2.7%	-4%	i	0.6	20%	-9%	-15%	1%	17%
CC(=O)c1c(C)[nH]c(C(=O)OCc2cccc(C)c2)c1C	0.7%	11%	0%	i	1.7	-28%	-8%	9%	-14%	0%
O=[N+]([O-])c1cccc(S(=O)(=O)N2CCN(S(=O)(=O)N3CCCCCC3)CC2)c1	6.2%	0.7%	-6%	i	0.2	-15%	-11%	20%	20%	10%
CC(C)Cn1cc(C(=O)N2CCC(C)CC2)c2c3ccccc3n(C)c2c1=O	-0.1%	-2.4%	-3%	i	0.6	16%	2%	-16%	-34%	0%
CCOC(=O)Nc1ccc(OC)c([N+](=O)[O-])c1	-2.0%	-5.8%	0%	i	0.1	-7%	-2%	7%	-20%	5%
C=Cn1cc[n+](CC(=O)c2cccs2)c1	1.9%	1.3%	-8%	i	0.4	-19%	-6%	11%	26%	9%
Cc1ccc(C(=O)c2ccccc2C(=O)OCC(=O)Nc2cccc([N+](=O)[O-])c2)cc1	1.2%	2.0%	8%	i	0.9	15%	-4%	7%	-2%	4%
Nc1ccc(C(=O)NCC2(c3ccccc3)CCCC2)cc1	-0.7%	-2.3%	0%	i	0.9	8%	-7%	12%	-18%	7%
Cc1ccccc1-n1nc2c(c1NC(=O)CC(C)C)CS(=O)C2 (stereo not drawn)	0.5%	0.0%	1%	i	0.3	-22%	-11%	-4%	-9%	7%
Cc1[nH]c(=O)c(C#N)c(C)c1CCC(=O)N(C)CC(=O)Nc1ccc(Cl)c(Cl)c1	-0.7%	5.0%	2%	/	/	-32%	-6%	0%	-32%	10%
CNS(=O)(=O)c1cccc(C(=O)OCC(=O)Nc2ccc(N3CCCCC3)cc2)c1	-3.2%	2.4%	-5%	i	0.8	-24%	-5%	-5%	8%	-11%
O=C(CN(C1CCCCC1)S(=O)(=O)c1ccc(Cl)cc1)N1CCOCC1	0.6%	1.7%	-5%	i	1.2	-38%	-7%	5%	-5%	4%
O=S1(=O)NC(=NCC(c2ccco2)N2CCCCC2)c2ccccc21 (stereo not drawn)	-0.6%	4.9%	-3%	i	0.5	2%	-8%	-3%	-9%	8%
COC(=O)[C@@]1(Cc2ccc(OC)cc2)[C@H]2c3cc(C(=O)N(C)C)n(CCc4ccc(OC)c(Br)c4)c3C[C@H]2CN1C(=O)c1ccccc1	3.8%	2.2%	4%	/	/	20%	11%	0%	-22%	-1%
O=C(N[C@H]1CCC(=O)N([C@H](CSc2ccccc2)Cc2ccccc2)CC1)OCc1ccccc1	0.5%	-5.4%	-5%	i	0.2	-50%[20 µM]	-9%	-12%	59%	-5%
Cc1sc2ncn(CC(=O)N3CCCCC3)c(=O)c2c1C	0.5%	-2.7%	6%	i	0.2	16%	-2%	8%	-9%	-4%
Cc1ccc2[nH]c(=O)c(CN(CCCO)C(C)c3nnnn3Cc3ccco3)cc2c1 (stereo not drawn)	1.7%	-1.9%	-2%	i	0.2	6%	-7%	30%	4%	-3%
CC(NC(=O)Cn1ccsc1=N)C12CC3CC(CC(C3)C1)C2 (stereo not drawn)	-3.1%	4.1%	5%	i	1.4	8%	-12%	-12%	0%	4%
O=S(=O)(c1ccc(Br)cc1)N1CCCN(Cc2ccccc2F)CC1	-0.2%	-0.1%	11%	i	0.7	29%	4%	-2%	-20%	0%
Cc1ccc(C(C)C)cc1S(=O)(=O)Nc1ccncc1	-2.3%	0.9%	-5%	i	0.3	-8%	-12%	2%	17%	-2%
O=C(CSc1nc2cc([N+](=O)[O-])ccc2n1-c1ccccc1)NCc1ccc2c(c1)OCO2	4.8%	-5.3%	11%	i	0.6	25%	-1%	-6%	13%	-8%
COC(=O)c1ccccc1NC(=O)C1CC(=O)N(c2ccccc2)C1 (stereo not drawn)	3.9%	-3.0%	-5%	i	1.3	-9%	-4%	2%	-26%	4%
Cc1ccnc(NC(=O)c2ccc(Cl)c([N+](=O)[O-])c2)c1	0.0%	0.2%	7%	i	0.7	11%	-3%	-32%	-29%	15%

An excerpt; the hit share may differ from the screen's.
